Bioassay records as filed in PubChem.
PLAP inhibitors HTS – PLAP enzyme inhibitors, biochemical, luminescence, HTS (AID 690) | purified PLAP, luminescent substrate; higher % means a stronger effect | inhibition, % at 20 µM; hits with a dose series show IC50 in µM | actives 0.08% (n = 96,000); in the data active means a potency from the dose series; inactive means the rest, 99 in 100 with inhibition below about 30%; further: strong numbers were not always called active
IL1B NFkB inh – blocks IL-1B driven NFkB nuclear translocation in HUVEC cells; HUVEC IL-1B NFkB p65 nuclear translocation imaging; inhibition, % at 2 µM; actives 0.43% (n = 94,000); AID 796;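 active means inhibition above about 30% together with a positive call from visual inspection of the well image, limit read from the data; inconclusive means inhibition above a set limit but visual check negative; inactive means inhibition not above a set limit, visual check negative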;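 further: nuclear over cytoplasmic p65 intensity ratio measured by imaging; 0% = IL-1B stimulated DMSO wells and 100% = unstimulated DMSO wells; values of inactives mirror those of a sister screen read the other way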
NFkB transloc pot – enhances IL-1B driven NFkB nuclear translocation. HUVEC IL-1B NFkB p65 nuclear translocation imaging. activation, % at 2 µM. actives 0.3% (n = 94,000);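 active means activation above 40%, about the mean plus 3 SD, also judged a hit on visual image review; inconclusive means activation above 40% but not a hit on visual review; inactive means activation not above 40% and no visual hit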;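 further: percent activation is computed from the nuclear over cytoplasmic p65 intensity ratio; values of inactives mirror those of a sister screen read the other way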
Bcl-B displacement – displacers of TR3 peptide from Bcl-B, primary screen, selectivity assay for Bfl-1 inhibitor project, biochemical, fluorescence polarization; FP displacement of FITC-TR3 peptide from Bcl-B; higher % means a stronger effect; displacement, % at 20 µM, or IC50 in µM where a hit was titrated; actives 0.11% (n = 96,000); AID 748;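 active means displacement above 50% at 20 µM plus a fluorescence interference ratio under 1.5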;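 further: plate controls were wells without compound for no effect and wells lacking Bcl-B protein for full effect; a part of the inactive calls stands beside numbers as strong as those of hits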
MRP reversal – MRP-mediated drug resistance reversal; H69AR cells + 2 uM doxorubicin, CellTiter-Glo, 72 h; differential viability (reversal), % at 10 µM; actives 0.04% (n = 85,000);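 active means viability drop by adding the cancer drug above about 55%, with treated viability meeting a 40% cutoff, limit read from the data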;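 further: viability without doxorubicin minus viability with 2 µM doxorubicin for each compound; larger differential means the compound sensitizes cells more to doxorubicin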
MRP reversal cytotoxicity – recorded beside MRP reversal, whose call it bears; viability, %; H69AR cells, CellTiter-Glo, 72 h; measured here: cytotoxicity without doxorubicin
MRP reversal with doxorubicin – second read-out of MRP reversal, no call of its own (marks repeat the call); viability, %; measured here: viability with 2 uM doxorubicin; stronger effect = lower value
IL1B NFkB inh cell count 2 µM – recorded beside IL1B NFkB inh, whose call it bears; cell count; measured here: cells passing quality filter;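 raw number of nuclei counted in each imaged well without normalization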
NFkB transloc pot cell count 2 µM – recorded beside NFkB transloc pot, whose call it bears; cell count; measured here: cells passing quality filter
Starred values were filed as active, the others as inactive; ? = inconclusive; nt = no result given. An excerpt; the hit share may differ from the screen's.

SMILES	PLAP inhibitors HTS	IL1B NFkB inh	IL1B NFkB inh cell count 2 µM	NFkB transloc pot	NFkB transloc pot cell count 2 µM	Bcl-B displacement	MRP reversal	MRP reversal cytotoxicity	MRP reversal with doxorubicin
Cc1cc(NC(=O)CSc2nc(-c3ccc(Cl)cc3)cs2)no1	nt	-18.8	94	18.8	94	nt	-7.1	58.2	65.3
CCN1C(=O)NC(c2cccnc2)C(C(=O)OC)=C1C (stereo unspecified)	22.4%	6.3	135	-6.3	135	8.3%	6.4	99.9	93.5
O=C(c1ccco1)N1CCN(C(=O)C2c3ccccc3Oc3ccccc32)CC1	5.4%	0.8	152	-0.8	152	-6.2%	-9.3	85.4	94.8
CC1=CC(C)=Nc2ccccc2N1	3.5%	-10.8	170	10.8	170	-16.3%	-13.9	44.5	58.4
O=C(Nc1nc(-c2ccccc2)cs1)C1CCCO1 (stereo unspecified)	7.3%	11.2	101	-11.2	101	0.7%	15.1	89.8	74.7
COc1ccc(CN(CCN2CCOCC2)C(=O)c2c(F)cccc2F)cc1OC	-54.6%	-3.5	148	3.5	148	1.6%	-0.2	78.6	78.8
Cc1ccccc1NC(=O)COc1nsnc1N1CCOCC1	3.8%	-9.7	164	9.7	164	-12.7%	-4.2	89.7	93.9
CN(N)C(=S)NCc1ccccc1	2.6%	-4.7	157	4.7	157	9.9%	-8.8	97.5	106.2
Cc1oc2c(CN(C)C)c(O)ccc2c(=O)c1-c1cscn1	-3.1%	10.1	84	-10.1	84	7.8%	5.8	98.6	92.8
O=C(c1ccccc1)N1CCCCC(S(=O)(=O)c2ccc3ccccc3c2)C1=O (stereo unspecified)	-39.5%	-4.4	185	4.4	185	0.2%	6.7	101.0	94.3
Cc1ccc(-c2nc3ncccc3o2)cc1NC(=O)c1cc2ccccc2o1	6.9%	2.6	79	-2.6	79	6.1%	15.0	97.7	82.8
Cc1nnc(SCCn2c(N3CCCCCC3)nc3c2c(=O)[nH]c(=O)n3C)s1	-22.3%	2.7	125	-2.7	125	-0.4%	nt	nt	nt
C=CCOC(=O)C1=C(C)OC(N)=C(C#N)C1c1c(C)nn(-c2ccccc2)c1Cl (stereo unspecified)	-52.8%	-12.9	144	12.9	144	6.4%	-42.6	28.7	71.3
CCOC(=O)C(NC(=O)c1ccccc1)(Nc1cc(C)on1)C(F)(F)F (stereo unspecified)	-17.1%	-1.1	131	1.1	131	-1.1%	11.6	93.9	82.2
COc1ccc(C2N(c3cc(C)on3)C(=O)C3CCCN32)cc1OC (stereo unspecified)	-13.5%	-22.9	127	22.9	127	-3.5%	9.3	91.9	82.6
NC(=O)COC(=O)CNC(=O)c1ccc(Cl)cc1	19.1%	-60.9	124	?	nt	2.4%	nt	nt	nt
COc1cc(C(Nc2ccc3c(c2)OCO3)C(=O)NC2CCCCC2)cc(OC)c1OC (stereo unspecified)	-18.6%	3.3	172	-3.2	172	0.8%	-10.0	84.3	94.2
Cc1ccccc1N1CCN(Cc2c(C#N)c3ccccc3n2C)CC1	4.2%	-17.2	202	17.2	202	11.7%	11.0	101.9	90.9
COC(=O)C1C(=O)NC(SC)=C(C#N)C1c1ccccc1F (stereo unspecified)	nt	-0.5	152	0.5	152	nt	1.0	85.6	84.5
Cc1ccc(N(C(=O)c2csnn2)C(C(=O)NC(C)(C)C)c2cccs2)cc1 (stereo unspecified)	-13.6%	-0.8	169	0.8	169	9.4%	nt	nt	nt
O=C(c1cccs1)N1CCN(c2ncccn2)CC1	15.7%	0.6	165	-1.0	61	1.3%	12.1	96.9	84.8
CCCn1c(SCC(=O)c2cc(C)c(C)cc2C)n[nH]c1=O	-117.3%	2.2	112	-2.1	112	-0.4%	16.3	94.9	78.7
CCN1CCCC1CNC(=O)c1cn(C)c2ccc(S(=O)(=O)N3CCCCCC3)cc2c1=O (stereo unspecified)	-35.5%	-14.0	128	14.0	128	-12.2%	12.3	94.9	82.5
CN1CCN(C/C(=C2/N=C(c3ccccc3)OC2=O)N(C)C)CC1	-73.0%	8.9	88	-8.9	88	-3.3%	nt	nt	nt
O=C(NC1CC2CCCC(C1)N2S(=O)(=O)c1ccccc1)c1ccco1 (stereo unspecified)	16.7%	-11.9	76	11.9	76	-3.7%	2.0	79.0	77.0
Cc1ccc(/C=N/n2c(C)nnc2C)s1	7.2%	-25.7	183	25.7	183	-10.2%	15.6	104.4	88.8
Cc1ccc(NC(=O)Nc2ccc(C(=O)N3CCOCC3)cc2)cc1	-43.4%	18.2	46	-18.2	46	-2.6%	11.1	94.3	83.3
Cc1cc(N2C(=O)CC(N3CCN(C(c4ccccc4)c4ccccc4)CC3)C2=O)no1 (stereo unspecified)	-47.4%	-15.6	112	15.6	112	-1.0%	7.8	80.7	72.9
NC(=O)CN1CCOCCOCCN(CC(N)=O)CCOCCOCC1	nt	7.9	166	-7.9	166	nt	-20.7	91.6	112.3
CC1CCCN(C(=O)C2CCN(S(=O)(=O)c3cccc4cccnc34)CC2)C1 (stereo unspecified)	-52.3%	-13.6	62	13.6	62	4.1%	20.0	100.9	80.9
O=C(/C=N/O)Nc1ccc(F)cc1	17.0%	5.4	128	-5.4	128	3.6%	-8.8	88.9	97.8
c1cn(C23CC4CC(CC(C4)C2)C3)cn1	13.6%	-0.1	157	0.1	157	-16.4%	8.1	100.0	91.9
O=C(Nc1ccc(N2CCCCC2)c(Cl)c1)c1cccnc1	26.4%	-5.4	120	5.4	120	-20.2%	-11.2	73.7	84.8
COC(=O)c1ccc(C2c3c(oc4ccc(F)cc4c3=O)C(=O)N2CCO)cc1 (stereo unspecified)	-32.3%	nt	nt	nt	nt	-1.4%	8.7	103.5	94.8
CC(=O)N1CC2(CC(=O)OC(C)C)CN(C(C)=O)CC(CC(=O)OC(C)C)(C1)C2=O	-12.3%	nt	nt	nt	nt	-7.4%	-6.1	100.8	106.9
CCc1nc(SCc2cccnc2)c2c(=O)n(C)c(=O)n(C)c2n1	-12.4%	nt	nt	nt	nt	1.4%	3.9	79.6	75.8

Four compounds from above, arranged by heavy-atom count, smallest number first.
SMILES	PLAP inhibitors HTS	IL1B NFkB inh	IL1B NFkB inh cell count 2 µM	NFkB transloc pot	NFkB transloc pot cell count 2 µM	Bcl-B displacement	MRP reversal	MRP reversal cytotoxicity	MRP reversal with doxorubicin
COC(=O)C1C(=O)NC(SC)=C(C#N)C1c1ccccc1F (stereo unspecified)	nt	-0.5	152	0.5	152	nt	1.0	85.6	84.5
NC(=O)CN1CCOCCOCCN(CC(N)=O)CCOCCOCC1	nt	7.9	166	-7.9	166	nt	-20.7	91.6	112.3
O=C(c1ccccc1)N1CCCCC(S(=O)(=O)c2ccc3ccccc3c2)C1=O (stereo unspecified)	-39.5%	-4.4	185	4.4	185	0.2%	6.7	101.0	94.3
COc1cc(C(Nc2ccc3c(c2)OCO3)C(=O)NC2CCCCC2)cc(OC)c1OC (stereo unspecified)	-18.6%	3.3	172	-3.2	172	0.8%	-10.0	84.3	94.2

Later entries.
SMILES	PLAP inhibitors HTS	IL1B NFkB inh	IL1B NFkB inh cell count 2 µM	NFkB transloc pot	NFkB transloc pot cell count 2 µM	Bcl-B displacement	MRP reversal	MRP reversal cytotoxicity	MRP reversal with doxorubicin
O=C(CSc1nnc(-c2ccccc2)n1Cc1ccco1)Nc1ccc(S(=O)(=O)N2CCCC2)cc1	-3.5%	-5.9	174	5.9	174	-12.7%	-34.0	49.0	83.0
Cc1cccc(NC(=S)NNC(=O)c2csc3c2CCCC3)c1	-4.6%	7.7	125	-7.7	125	-6.1%	nt	nt	nt
CC(=O)Nc1ccc(S(=O)(=O)N2CCSC2c2ccc(C)cc2)cc1 (stereo unspecified)	9.7%	-4.8	179	4.8	179	-1.6%	10.1	90.2	80.0
COC(=O)c1[nH]c2cccc(C)c2c1NC(=O)CN1CCN(c2ccccc2OC)CC1	-34.5%	-1.3	189	1.3	189	0.3%	-13.6	74.1	87.7
CCCN1C(=O)/C(=C2\SC(N3CCCCC3)=NC2=O)c2ccccc21	3.1%	-20.5	87	20.5	87	3.7%	-24.8	19.2	44.0
NC(=O)CNC(=O)[C@@H]1CC2(CC(c3cccc(Br)c3)=NO2)CN1C(=O)c1ccc(Br)cc1 (stereo partly specified)	-64.5%	3.2	148	-3.2	148	5.0%	nt	nt	nt
Cc1oc(-c2ccccc2)nc1CS(=O)CC(=O)N1CCc2ccccc2C1 (stereo unspecified)	-60.4%	nt	nt	nt	nt	22.5%	-1.7	85.6	87.3
CCOc1ncccc1C(=O)Nc1cccc(C(=O)Nc2cccc(S(=O)(=O)CCO)c2)c1	-6.5%	-2.1	71	2.1	71	10.3%	-22.4	30.2	52.7
O=C(CSc1nnc(-c2ccccc2O)o1)Oc1ccc(OCc2ccccc2)cc1	23.6%	-56.1	126	?	nt	7.5%	-30.2	27.0	57.2
CC1(C)Cc2c(cnn2-c2ccccc2)C(=O)/C1=N\NC(=O)c1ccncc1	nt	-13.5	135	13.5	135	nt	-1.4	85.9	87.4
Cc1cc(C(=O)N2CCC(Cc3ccccc3)CC2)ccc1[N+](=O)[O-]	-47.6%	-13.1	124	13.1	124	-15.8%	nt	nt	nt
COC(=O)Cc1cc(=O)n(-c2nc3ccccc3s2)[nH]1	-65.8%	1.1	108	-1.1	108	-2.7%	9.8	92.0	82.3
CC(Sc1nnc(-c2ccc(Cl)cc2Cl)n1Cc1ccccc1)C(=O)Nc1nccs1 (stereo unspecified)	-7.2%	0.4	165	-0.4	165	-2.3%	-16.6	55.1	71.8
COc1ccc(NC(=O)CC2C(=O)N(c3ccc(OC)cc3)C(=O)N2CCN2CCN(C)CC2)cc1 (stereo unspecified)	-1.0%	-16.9	150	16.9	150	-3.2%	0.3	89.6	89.3
CCOC(=O)N1CCN(C(=O)CC(C(=O)N2CCc3ccccc32)n2ccnc2)CC1 (stereo unspecified)	-37.6%	3.1	133	-3.1	133	0.8%	0.8	71.7	70.9
Cc1ccc(-c2csc3ncnc(NCCN4CCOCC4)c23)cc1	-40.8%	1.9	152	-1.9	152	-4.0%	5.4	26.6	21.3
CCCC(=O)Nc1cc(C)c(NC(=O)C23CC4CC(CC(C4)C2)C3)cn1	-58.0%	0.2	66	1.8	66	0.4%	12.7	108.6	95.9
O=C1OCCC1Sc1nnc(-c2ccc(O)cc2)o1 (stereo unspecified)	2.2%	-6.5	152	6.5	152	0.1%	4.3	89.8	85.5
O=C(c1cccs1)n1nc(-c2ccc(Cl)cc2)nc1NCc1ccco1	1.5%	6.8	138	-6.9	138	-0.4%	-0.7	77.1	77.8
CCCOc1ccc(C(=O)NC(=S)Nc2nc3ccccc3s2)cc1	-3.7%	-3.0	58	3.0	58	-11.9%	nt	nt	nt
O=C(NC1=NCCS1)c1ccncc1	1.9%	4.7	160	-4.7	160	-0.1%	13.5	108.1	94.5
Cc1nn(CC(=O)NCc2cccc3ccccc23)c(=O)c2ccccc12	15.1%	-12.6	145	12.6	145	-6.6%	-1.9	85.2	87.1
COc1ccc(C(=O)CC(Nc2ccc([N+](=O)[O-])cc2)c2ccc(Cl)cc2)cc1 (stereo unspecified)	28.5%	-9.8	119	9.8	119	5.8%	nt	nt	nt
Cc1ccc(N(C)C(=O)N2CCN(c3ccccn3)CC2)cc1	-10.2%	-66.7	30	66.7*	30*	3.0%	11.8	96.5	84.7
COc1cc(NC(=O)CN2C(=O)c3ccccc3C2=O)c(C(=O)O)cc1OC	-0.2%	16.4	95	-16.4	95	2.3%	nt	nt	nt
C=CCn1c(COc2ccc3c(c2)CCCC3)nnc1SCC(=O)Nc1cccc(SC)c1	-27.0%	-0.6	114	0.6	114	-6.9%	nt	nt	nt
CCOC(=O)C1CCN(c2nc3ccccc3nc2C(C#N)C(=O)NCCc2ccccc2)CC1 (stereo unspecified)	nt	0.7	111	-0.7	111	9.4%	7.0	81.5	74.4
O=C1NCCc2c1[nH]c1c(Cl)ccc(Cl)c21	13.1%	4.2	172	-4.2	172	-10.1%	1.9	66.6	64.7
COc1cccc(OCCNc2cc(Cl)ccc2[N+](=O)[O-])c1	60.7µM*	-22.4	160	22.4	160	12.7%	nt	nt	nt
